BoNT F protease: inhibitors of Botulinum neurotoxin F light chain protease; inhibition, % at 10 µM; Multiplex microsphere protease cleavage assay, flow cytometry; AID 588497; 360,000 compounds, 0.22% hits; in the data active = inhibition above about 35%, passing the limit was not always enough; inconclusive = no clear call, values can overlap the other calls; also: plate controls were buffer without enzyme for full effect and enzyme alone for no effect
PfHsp40 yeast: restores yeast growth despite PfHsp40 toxicity; S. cerevisiae expressing PfHsp40, growth rescue, ATP luminescence; growth rescue, % at 12.5 µM; 340,000 compounds, 0.68% hits; AID 504582; in the data active = growth rescue above about 28%, passing the limit was not always enough; inconclusive = no clear call, values can overlap the other calls;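 also: yeast W303a lacking pdr1 and pdr3 grown in galactose medium; growth measured after three days at 30 °C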
FadD28 binding: M. tuberculosis FadD28 bisubstrate binding inhibition; FadD28 bisubstrate probe binding, fluorescence polarization; inhibition, % at 12.5 µM; 360,000 compounds, 0.22% hits; in the data active = inhibition above about 8.5%, passing the limit was not always enough; inconclusive = no clear call, values can overlap the other calls
BoNT-A LC inh2: inhibitors of Botulinum neurotoxin A light chain protease | multiplex microsphere protease substrate cleavage, flow cytometry | inhibition, % at 10 µM | 360,000 compounds, 0.17% hits | AID 588499; also: plate controls were buffer without enzyme for full effect and enzyme alone for no effect
FBA Mtb inh: inhibits M. tuberculosis FBA enzyme. AID 588726. purified M. tuberculosis FBA, fluorescence read-out. 360,000 compounds, 2.3% hits. inhibition, % at 1 µM; in the data active = inhibition above about 27%;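 also: 0% = vehicle and 100% = reference inhibitor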
Target sequence (P9WQA3 whole entry, looked up): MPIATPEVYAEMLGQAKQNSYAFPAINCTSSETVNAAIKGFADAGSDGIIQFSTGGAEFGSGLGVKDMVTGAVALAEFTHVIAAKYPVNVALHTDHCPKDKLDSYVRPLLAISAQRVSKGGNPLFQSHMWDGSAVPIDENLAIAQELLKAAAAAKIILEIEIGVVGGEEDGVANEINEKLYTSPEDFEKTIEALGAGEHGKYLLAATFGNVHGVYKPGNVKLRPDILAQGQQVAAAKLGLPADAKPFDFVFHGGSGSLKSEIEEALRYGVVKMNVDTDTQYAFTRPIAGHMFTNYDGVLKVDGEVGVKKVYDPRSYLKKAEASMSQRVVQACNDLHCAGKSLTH
BioA inh: blocks M. tuberculosis BioA enzyme activity | purified M. tuberculosis BioA enzyme, plate reader | inhibition, % at 9.99 µM | 360,000 compounds, 0.096% hits | AID 602481; in the data active = inhibition above about 40%; inconclusive = no clear call, values can overlap the other calls
GDH-TPI inh: GDH-TPI coupled enzyme inhibition counter-screen; GDH-TPI coupled enzyme counterscreen, NADH absorbance; inhibition, % at 4.8 µM; 360,000 compounds, 1.2% hits; AID 588335; in the data active = inhibition above about 30%;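 also: 0% = DMSO wells and 100% = wells lacking the enzyme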
Mtb UGM inh: Mtb UDP-galactopyranose mutase inhibition; 320,000 compounds, 0.06% hits; P9WIQ1; purified UGM, fluorescence polarization probe displacement; inhibition, % at 10 µM; in the data active = inhibition above about 10%, passing the limit was not always enough; inconclusive = no clear call, values can overlap the other calls
Target sequence (P9WIQ1 whole entry, looked up): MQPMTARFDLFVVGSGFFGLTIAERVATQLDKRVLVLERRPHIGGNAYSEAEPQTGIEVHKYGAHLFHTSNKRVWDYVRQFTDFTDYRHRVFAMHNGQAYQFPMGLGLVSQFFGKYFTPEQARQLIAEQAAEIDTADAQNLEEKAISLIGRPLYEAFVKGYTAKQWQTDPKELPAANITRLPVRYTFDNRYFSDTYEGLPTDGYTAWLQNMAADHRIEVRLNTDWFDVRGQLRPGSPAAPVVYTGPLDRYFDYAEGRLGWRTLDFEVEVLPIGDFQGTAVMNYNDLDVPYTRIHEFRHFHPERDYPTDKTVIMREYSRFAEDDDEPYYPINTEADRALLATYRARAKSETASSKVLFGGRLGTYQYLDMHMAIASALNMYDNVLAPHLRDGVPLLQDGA
Anthrax LF inh2: inhibitors of Bacillus anthracis lethal factor protease. multiplex microsphere protease cleavage assay, LF. inhibition, % at 10 µM. P15917. AID 588501. 360,000 compounds, 0.12% hits; also: plate controls were buffer without enzyme for full effect and enzyme alone for no effect
Active calls of the source: *; ? = inconclusive; nt = not tested or not shown; & = joins results of further samples. Rule as the data show it, unless noted: active = inhibition above about 30%; inconclusive = no clear call, values can overlap the other calls; inactive = below that.

SMILES | BoNT F protease | PfHsp40 yeast | FadD28 binding | BoNT-A LC inh2 | FBA Mtb inh | BioA inh | GDH-TPI inh | Mtb UGM inh | Anthrax LF inh2
COc1ccc2c(c1)N(C)C(=O)CC(c1ccccc1)=N2 | 4 | 1.7 | -2.5 | 0.8 | 2 | 0.3 | 16 | 0.6 | 2
Cc1nn(Cc2ccc(F)cc2Cl)c(C)c1[N+](=O)[O-] | 5 | -2.8 | -1.4 | -0.7 | 0 | nt | 0 | -2.4 | -2
O=C(OCc1nc2ccc(Cl)cc2n1CCO)c1ccc2c(c1)OCO2 | -4 | 0.4 | -2.8 | 1.4 | 3 | 6.5 | 11 | -0.1 | -7
c1ccc2nc(N3CCCC3)c(N3CCCC3)nc2c1 | -4 | -1.8 | -1.2 | 2.8 | 6 | 0.2 | 16 | -0.8 | -1
O=C1CC(SCc2nc3ccccc3[nH]2)C(=O)N1c1ccc(F)cc1 (stereo unspecified) | 4 | 0.8 | -3.2 | 0.4 | 5 | 0.8 | -6 | -2.7 | -3
C#CCOCCOCCOCCNc1nc(N2CCN(C(=O)[C@H](CCC(=O)O)n3cc([C@@H](N)CC(N)=O)nn3)CC2)nc(N2CCN(C(=O)[C@H](CCC(=O)O)n3cc([C@@H](N)CC(N)=O)nn3)CC2)n1 | -2 | 7.3 | -0.9 | -0.8 | 5 | -3.4 | 10 | 1.9 | -8
O=C(CNC(=O)c1ccc(Cl)cc1Cl)NCCCn1ccnc1 | -9 | -2.3 | 1.1 | -0.3 | 4 | nt | -6 | 0.0 | 0
Cc1nnc(SCC(=O)NCc2ccc3c(c2)OCO3)n1C | -1 | -0.4 | -2.6 | -1.1 | 0 | nt | -11 | 2.8 | -6
Cc1c(C(=O)c2ccc(Br)cc2)c(=O)n(C)c(=O)n1C | nt | -0.8 | 1.3 | nt | 5 | nt | 1 | -0.5 | nt
Cc1cc(C)n(C(C)CNS(=O)(=O)c2ccccc2)n1 (stereo unspecified) | 2 | -0.3 | -2.3 | 0.6 | 1 | -1.0 | -8 | -0.7 | 1
OC[C@@H]1CN(Cc2ccc3c(c2)OCO3)C[C@H](n2cnc3c(N4CCOCC4)ncnc32)O1 | -3 | nt | -3.5 | -0.4 | 0 | -0.3 | 8 | nt | -7
COc1ccc(/C=C2\CCC(C3CCCC3)C2=O)c(OC)c1 (stereo unspecified) | 13 | 6.1 | nt | -1.6 | -2 | 0.4 | -4 | 4.3 | -8
C=CCSc1nnc(NC(=O)CSc2nnc(C)s2)s1 | 6 | 0.2 | -2.2 | 0.1 | 7 | -0.3 | -4 | 3.0 | 0
O=C(OC(C(=O)NCc1ccc2c(c1)OCO2)c1ccncc1)c1ccc(Cl)nc1 (stereo unspecified) | -8 | 0.4 | 0.2 | -0.4 | 3 | 0.5 | 2 | -0.4 | -6
Cc1cccc2nc(-c3ccco3)c(Nc3ccccc3)n12 | 0 | -0.1 | -1.9 | -0.8 | 121* | -1.5 | 13 | 0.9 | -4
Cc1ccccc1C(=O)N1CCc2cc(-c3nc(NC(=O)Cc4ccc5c(c4)OCO5)sc3C)ccc21 | -7 | 1.1 | 0.2 | -1.4 | 1 | -4.3 | 11 | -1.9 | -6
Nc1nonc1-c1noc(N2CCOCC2)n1 | 7 | -1.8 | 0.3 | -0.1 | 0 | -1.2 | 9 | 2.4 | -4
COc1ccc(OC)c(NC(=O)CC2SC(=NCc3ccccc3)NC2=O)c1 (stereo unspecified) | -3 | 0.6 | -0.8 | -0.6 | 0 | nt | -5 | -1.8 | -6
Cc1ccc(NC(=O)CN2C(=O)NC3(CCCc4ccccc43)C2=O)c(C)c1 (stereo unspecified) | 6 | 0.4 | 0.1 | 0.2 | 1 | -0.5 | 10 | nt | -2
O=C(c1ccccc1)n1c2ccccc2c(=O)n1-c1ccccc1CCl | -15 | nt | -5.9 | -0.9 | -5 | 2.2 | nt | nt | 1
O=C(COc1ccc([N+](=O)[O-])cc1)NNC(=O)Nc1ccc([N+](=O)[O-])cc1 | 0 | 0.1 | -2.4 | 1.1 | -1 | -0.3 | 22 | -2.5 | 0
CCN1C(=O)C(=Cc2cccc(OC)c2Oc2ccc([N+](=O)[O-])cc2[N+](=O)[O-])SC1=S | -4 | -2.1 | -0.5 | 1.1 | -2 | -0.6 | 3 | -0.1 | 1
O=C(NCC1CCCN1S(=O)(=O)c1cccs1)c1cccc(Cl)c1 (stereo unspecified) | -9 | 0.4 | -3.4 | -4.2 | -2 | nt | -9 | -3.6 | 1
Cc1nc2ccccn2c1C(=O)NNC(=S)Nc1ccc(Cl)cc1 | 4 | 3.2 | 0.1 | 2.0 | 7 | 6.3 | 8 | 4.8 | -4
c1cncc(CNCc2ccco2)c1 | 6 | -0.3 | -2.3 | -3.6 | 0 | -1.6 | -9 | -0.2 | 14
Remaining list, next part:
SMILES | BoNT F protease | PfHsp40 yeast | FadD28 binding | BoNT-A LC inh2 | FBA Mtb inh | BioA inh | GDH-TPI inh | Mtb UGM inh | Anthrax LF inh2
Cn1cc(C(=O)NCC(=O)Nc2ccccc2Br)cn1 | -9 | -1.2 | -1.6 | -2.0 | 0 | -1.0 | 1 | 2.9 | -1
CC1(C(=O)NS(=O)(=O)c2cccc(C#N)c2)CCN1C(=O)c1ccccc1 (stereo unspecified) | -6 | nt | -2.2 | -1.6 | 0 | -1.3 | 4 | nt | 1
CCn1cc(S(=O)(=O)NCc2ccc(OC)cc2)cn1 | -1 | 0.6 | -2.5 | -1.7 | 0 | -2.1 | 7 | -1.1 | -1
O=C(NCc1ccc(Cl)cc1)c1ccc(Cn2cc(C(F)(F)F)ccc2=O)cc1 | 4 | 0.2 | -3.2 | -0.1 | 1 | -2.2 | 10 | -1.4 | -2
CCN1CCN(CCC(=O)Nc2cc(OC)ccc2OC)CC1 | -34 | 0.3 | 0.2 | 2.9 | 0 | 2.4 | 7 | -1.8 | -5
CCOc1ccc(N2C(=O)CC(Sc3nc4ccc(OCC)cc4s3)C2=O)cc1 (stereo unspecified) | -3 | -0.8 | -0.6 | 0.1 | -1 | -0.6 | 1 | -2.3 | -2
Cc1occc1C(=O)NNC(=S)NCc1ccccc1 | -4 | 3.6 | -1.4 | -0.4 | -1 | 1.5 | 8 | -0.8 | -1
O=C(NNC(=S)Nc1ccccc1)c1cc(-c2cccnc2)nc2ccccc12 | -4 | 17 | -6.5 | -0.7 | -4 | nt | 11 | -3.3 | -2
Cc1cc(C)c(S(=O)(=O)c2ccccc2C)c(SCC(C)C)n1 | 4 | -1.6 | 0.1 | 0.0 | 2 | -1.2 | 9 | -2.8 | -3
Cn1c(CC(=O)Nc2ccccc2)cc2ccccc21 | ? | 1.7 | -1.0 | -2.0 | -1 | -1.8 | 21 | 1.9 | 28
O=C(NC1CCCCC1)c1cc(S(=O)(=O)N2CCCCC2)ccc1N1CCOCC1 | 8 | 1.0 | nt | 3.7 | 0 | -0.8 | 1 | 0.4 | -1
CC(C(=O)OCc1nnc(-c2ccccc2)o1)N1C(=O)C2CCCCC2C1=O (stereo unspecified) | 2 | 0.1 | -1.1 | 0.3 | -3 | 2.8 | 1 | 2.7 | -3
CC12CCC(C(=O)NCc3cccnc3)(OC1=O)C2(C)C (stereo unspecified) | 0 | 0.0 | 0.9 | 0.5 | 1 | 0.0 | 12 | -3.4 | -7
Cc1ccc(C(=O)COC(=O)CNC(=O)CN2C(=O)c3ccccc3C2=O)cc1 | 0 | -0.6 | -1.4 | -0.7 | 1 | nt | 6 | -1.2 | 3
C=CCn1c(O)c(C(CC)=NCc2ccco2)c(=O)[nH]c1=O | ? | -1.1 | -1.7 | ? | -1 | 1.7 | 3 | 0.3 | -3
CCOc1ccc(NC(=O)CSc2ncn[nH]2)cc1 | -5 | -0.9 | -3.6 | 1.1 | -1 | -0.4 | 2 | -1.9 | 0
CCOC(=O)CN1C(=O)C(C)(C)Oc2ccc(C(=O)Nc3ccccc3)cc21 | 17 | -0.3 | -4.6 | 2.1 | -1 | 2.1 | -6 | -2.2 | -2
C=CCOc1ccc(C2C(C(=O)c3ccc(C)o3)=C(O)C(=O)N2Cc2cccnc2)cc1 (stereo unspecified) | -4 | 2.0 | nt | -1.9 | -2 | -0.4 | 3 | 1.1 | 1
O=C(Nc1ccccc1C(=O)N1CCOCC1)c1ccc(F)cc1 | -2 | -2.9 | -0.3 | 0.0 | 6 | -2.8 | 14 | 0.7 | -7
CCN(C(=O)CCC(=O)N(CC)c1ccccc1)c1ccccc1 | -1 | 0.0 | -0.9 | -0.4 | 0 | nt | -4 | 2.2 | -2
COc1cccc(CNC(=O)C2CCCN(c3nn4c(=O)cc(C)nc4s3)C2)c1OC (stereo unspecified) | 2 | -0.6 | 0.3 | 0.2 | -1 | -2.9 | 1 | -1.0 | -4
COC(=O)CSc1nc(C)cc(Oc2ccccc2)n1 | -1 | 0.1 | -4.8 | -0.9 | 0 | -0.2 | 4 | 5.0 | -2
COc1ccccc1CN1CC(C(=O)NCC2(O)CCCCC2)CCC1=O (stereo unspecified) | -2 | nt | -0.8 | 0.3 | 3 | -2.9 | 1 | nt | -4
CCCCNc1c(N)n(CCC)c(=O)[nH]c1=O | -7 | 0.9 | -3.1 | 0.6 | -8 | 1.4 | -2 | 3.4 | -1
COc1cccc(C2=NOC(C(=O)NCc3cccs3)C2)c1 (stereo unspecified) | 0 | 0.3 | -0.6 | -0.7 | 6 | 1.1 | 3 | -1.2 | 1

Whole records, looked up by structure. Order of values: BoNT F protease, PfHsp40 yeast, FadD28 binding, BoNT-A LC inh2, FBA Mtb inh, BioA inh, GDH-TPI inh, Mtb UGM inh, Anthrax LF inh2
`CCN(C(=O)CCC(=O)N(CC)c1ccccc1)c1ccccc1` across the screens: -1, 0.0, -0.9, -0.4, 0, nt, -4, 2.2, -2
`CC1(C(=O)NS(=O)(=O)c2cccc(C#N)c2)CCN1C(=O)c1ccccc1` (stereo unspecified) across the screens: -6, nt, -2.2, -1.6, 0, -1.3, 4, nt, 1
`COc1ccccc1CN1CC(C(=O)NCC2(O)CCCCC2)CCC1=O` (stereo unspecified) across the screens: -2, nt, -0.8, 0.3, 3, -2.9, 1, nt, -4
`COc1cccc(CNC(=O)C2CCCN(c3nn4c(=O)cc(C)nc4s3)C2)c1OC` (stereo unspecified) across the screens: 2, -0.6, 0.3, 0.2, -1, -2.9, 1, -1.0, -4

(more compounds)
SMILES | BoNT F protease | PfHsp40 yeast | FadD28 binding | BoNT-A LC inh2 | FBA Mtb inh | BioA inh | GDH-TPI inh | Mtb UGM inh | Anthrax LF inh2
CC(=O)Nc1ccc(N(CC(=O)NC2CCCCC2)C(=O)Cn2nnc(-c3ccccc3)n2)cc1 | 8 | 0.9 | -4.5 | -0.7 | 0 | -0.7 | 5 | -1.8 | 0
C/C(=C\c1ccc(Cl)cc1)C(=O)c1c(C)cc(C)[nH]c1=O | ? | -0.8 | -0.8 | -6.1 | 0 | 0.9 | 0 | 0.5 | -13
C[C@H]1O[C@@H](O[C@H]2[C@@H](O)C[C@H](O[C@H]3[C@@H](O)C[C@H](O[C@H]4CC[C@@]5(C)[C@H](CC[C@@H]6[C@@H]5C[C@@H](O)[C@]5(C)[C@@H](C7=CC(=O)OC7)CC[C@]65O)C4)O[C@@H]3C)O[C@@H]2C)C[C@H](O)[C@@H]1O | 2 | 1.0 | -1.0 | 0.0 | 1 | -1.4 | 2 | -1.4&0.0 | 2
O=C(O)CCC(=O)N1CCc2cc(S(=O)(=O)NC3CCCC3)ccc21 | -3 | -1.4 | -3.8 | -1.8 | -2 | 0.2 | -2 | -0.3 | 2
Cc1ccc(-c2ccc(=O)n(CCC(=O)N3CCN(Cc4ccccc4)CC3)n2)cc1 | -6 | -2.2 | nt | 0.6 | 2 | -0.3 | 1 | -0.2 | 8
CCC1(CC)Cc2ccccc2-c2nc(-c3ccccc3)oc(=O)c21 | -19 | -1.2 | 0.1 | -1.5 | 3 | -2.0 | 2 | -2.2 | -6
COc1cc(CNCCO)cc(Cl)c1OCc1ccccc1Cl | -11 | -1.7 | -2.5 | -0.5 | 1 | nt | -5 | 1.1 | -12
CN1C[C@@H]2C(c3ccccc3)C3(c4ccc(C#N)cc4)CC2(C3)[C@H]1c1ccccc1 (stereo partly specified) | -17 | -0.3 | -1.8 | -0.9 | -3 | -0.7 | -4 | 2.0 | -4

Compound activity (PubChem)
